# Assay outcomes from PubChem.
# Exocytosis inh: LAMP-1 surface exposure blockers, TALL-104 cells – cell-based, flow cytometry, MLPCN library, primary screen; TALL-104 LAMP-1 surface exposure; cells stimulated with thapsigargin and PMA; inhibition, % at 10 µM; 0.66% of 360,000 active; AID 651702, 2012;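 active = inhibition above about 55%, limit read from the data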
# ABCB6 inh 2: ABCB6 transporter inhibitors, primary screen, K562-ABCB6 cells, flow cytometry, MLPCN library; ATP-binding cassette sub-family B member 6 (Homo sapiens), Q9NP58; K562-ABCB6 porphyrin accumulation, 1 h; hits give low values; fluorescence ratio to DMSO, % at 10 µM; 0.19% of 360,000 active;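 active = fluorescence ratio to DMSO below 75%, the collection mean minus 3 SD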;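 also: signal is porphyrin accumulated inside mitochondria; 100% equals median channel fluorescence of DMSO control wells; lower ratio means ABCB6 inhibition with less porphyrin fluorescence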
# aDG glyco up: activators of alpha-DG glycosylation, primary screen, uHTS, Pro5-aDG cells, AlphaScreen | alpha-DG glycosylation AlphaScreen (IIH6); 0% Pro5, 100% B10-LARGE cell signal | activation, % at 10 µM | 0.22% of 360,000 active | AID 624168, 2012;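 active = activation of at least 8% versus controls, or a plate z-score of at least 8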;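 also: Pro5 are CHO cells carrying HIG-tagged alpha-DG that lacks glycosylation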
# TLR9-MyD88 inh: inhibitors of TLR9-MyD88 association in cells, primary screen, cell-based, CHO, BLA complementation, fluorescence; CCF4 FRET ratio; inhibition, % at 4.98 µM; 0.21% of 340,000 active; AID 504734, 2011;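 active = inhibition above the mean over all tested compounds plus 3 SD, cut at about 21% in these data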;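 also: 0% = DMSO only wells and 100% = clavulanate BLA inhibitor control wells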
# Vif inh: HIV Vif self-association inhibitors, primary screen, imaging, HEK293T, single point; HEK293T cells, Vif self-association by quenched fluorescence, 24 h; inhibition, % at 7.49 µM; 0.35% of 340,000 active; AID 602346, 2012; in the data active = inhibition above about 50%, passing the limit was not always enough; also: some results filed as inactive read as strong as hits
# ABHD5 PLIN5 PPI: ABHD5-PLIN5 interaction inhibitors, primary screen, cell lysate, split luciferase complementation, luminescence; 0.78% of 360,000 active; inhibition, % at 4 µM; Split G. princeps luciferase complementation, 4 h; AID 602281, 2012;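 active = inhibition above the mean inhibition across every tested compound plus 3 SD, cut at about 22% in these data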;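 also: 0% = DMSO only wells and the 100% control is not disclosed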
# NOD2 RIPK2 PPI: NOD2-RIPK2 binding disruptors in cells, primary screen, fluorescence, CHO cells, BLA complementation; CCF4 ratio; inhibition, % at 4.98 µM; 0.38% of 360,000 active; in the data active = inhibition above about 21%;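 also: 0% = vehicle only and 100% = reference blocker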
# Target sequence (O43353 whole entry, looked up): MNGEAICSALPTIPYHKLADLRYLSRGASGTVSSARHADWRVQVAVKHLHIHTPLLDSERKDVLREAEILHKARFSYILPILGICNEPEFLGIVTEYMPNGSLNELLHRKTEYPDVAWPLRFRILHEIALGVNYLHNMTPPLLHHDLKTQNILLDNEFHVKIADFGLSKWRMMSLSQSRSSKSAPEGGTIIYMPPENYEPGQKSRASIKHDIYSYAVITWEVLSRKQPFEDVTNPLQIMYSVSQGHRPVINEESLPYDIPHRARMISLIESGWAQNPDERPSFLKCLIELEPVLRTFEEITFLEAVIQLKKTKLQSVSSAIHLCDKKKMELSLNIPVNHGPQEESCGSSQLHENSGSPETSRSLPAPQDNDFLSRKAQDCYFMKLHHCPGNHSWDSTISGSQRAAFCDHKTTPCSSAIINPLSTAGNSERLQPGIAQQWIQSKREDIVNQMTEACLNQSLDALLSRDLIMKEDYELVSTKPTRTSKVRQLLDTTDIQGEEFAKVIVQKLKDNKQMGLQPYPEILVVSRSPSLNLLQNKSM
# Glyco luc inh: increase of ERlucT glycosylation luciferase signal, primary screen, N-linked glycosylation inhibitor project, D54 ERlucT cells, luminescence, set 2; 0.23% of 360,000 active; D54 ERlucT glycosylation luciferase reporter, 24 h; percent of 100 nM tunicamycin response; reporter increase, % at 12.5 µM;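 active = mean luciferase reporter signal, scaled so untreated is 0 and the glycosylation-blocking control 100, at or above a set limit in every replicate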;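 also: luciferase carries N-glycosylation sites so blocking glycosylation raises the light; 0% = median of neutral control wells and 100% = median of 100 nM tunicamycin wells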
# MC4R antag cAMP: MC4R antagonists of cAMP signaling, primary screen, cell-based, TR-FRET, antagonist arm of biased-ligand search; MC4R-expressing cells, MTII-stimulated cAMP, LANCE TR-FRET; inhibition, % at 6.5 µM; 0.48% of 360,000 active;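 active = inhibition above its plate's cutoff, the mean of tested wells on that plate plus 3 SD, cut at about 29% in these data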;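 also: 0% = Melanotan II alone and 100% = Melanotan II plus saturating MCL0020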
# Target sequence (P32245 whole entry, looked up): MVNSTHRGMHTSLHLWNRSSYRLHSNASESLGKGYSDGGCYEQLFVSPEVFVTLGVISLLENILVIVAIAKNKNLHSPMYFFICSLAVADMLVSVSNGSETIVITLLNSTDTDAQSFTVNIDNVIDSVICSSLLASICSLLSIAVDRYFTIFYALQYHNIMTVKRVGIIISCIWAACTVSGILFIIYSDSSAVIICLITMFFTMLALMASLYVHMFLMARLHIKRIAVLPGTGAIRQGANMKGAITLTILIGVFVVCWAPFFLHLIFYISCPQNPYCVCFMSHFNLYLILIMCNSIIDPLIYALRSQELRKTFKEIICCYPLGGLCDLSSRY
#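 Material: human MC4R-expressing U2OS cells. Probe or stimulus: Melanotan II challenge. Dosing: 6.5 µM single dose. Times: 30-min compound, 1-h challenge, 1-h detection, room temperature. Technique: TR-FRET with Eu-cAMP and labeled anti-cAMP, 671 nm. Replication: singlicate.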
# MC4R ag barr: MC4R agonists recruiting beta-arrestin, primary screen, cell-based, luminescence, agonist arm of biased-ligand search; Melanocortin receptor 4 (Homo sapiens), P32245; U2OS MC4R beta-arrestin complementation; percent of melanotan II response, DMSO zero; activation, % at 8.9 µM; 0.98% of 360,000 active;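 active = activation above a per-plate cutoff, the mean activation of sample wells on that plate plus 3 SD, cut at about 8% in these data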
# An asterisk follows results filed as active; · = not tested or not shown. Some of the compounds tested, so the mix of outcomes need not match the whole.
SMILES,Exocytosis inh,ABCB6 inh 2,aDG glyco up,TLR9-MyD88 inh,Vif inh,ABHD5 PLIN5 PPI,NOD2 RIPK2 PPI,Glyco luc inh,MC4R antag cAMP,MC4R ag barr
COc1ccc(NC(=O)c2cccnc2Cl)c(S(=O)(=O)N2CCOCC2)c1,-2,97,-0.5,5,-2,2,-10,1,6,-2.0
Cc1ccc(-c2nnn(CC(=O)N(c3ccccc3)C(C(=O)NC3CCCC3)c3ccco3)n2)o1 (configuration not stated),0,89,0.0,0,-7,5,-4,2,5,-1.0
COc1ccc(CNC(=O)N2CCN(c3ccc(F)cc3)CC2)cc1,6,92,0.1,-11,-16,0,-7,-1,-8,0.2
C/C(CC(=O)Nc1ccc([N+](=O)[O-])cc1)=N\NC(=O)c1ccccc1[N+](=O)[O-],1,100,-0.1,1,20,10,2,0,4,-1.0
Cc1nc2cc(OCc3cc(C(=O)NC(C)c4cn(C)nc4C)no3)ccc2s1 (configuration not stated),-1,100,0.3,-6,·,0,2,·,5,-3.1
Cc1ccn2c(=O)nc(SCC(=O)NCc3ccco3)nc2c1,-7,102,-0.1,-3,-2,5,-3,-1,16,-1.3
CCOC(=O)C1CCCN(C(=O)c2cc(S(=O)(=O)N3CCCCC3)ccc2C)C1 (configuration not stated),-4,97,0.2,2,-3,1,5,-1,23,-0.6
COc1cc2nc(C3CC3)n(NC(=O)c3ccc(Cl)cc3)c(=O)c2cc1OC,0,92,0.1,3,-5,2,-8,5,25,-2.7
CC(C)(C)NC(=O)C(c1cccs1)N(C(=O)c1csnn1)c1ccccc1F (configuration not stated),-3,88,-0.1,-14,-3,0,-3,1,9,-2.7
COC(=O)[C@@]1(C(C)C)N=C(c2cc(OC)c(OC)c(OC)c2)[C@]2(O1)C(=O)Nc1ccccc12,-8,98,0.0,·,·,2,-5,·,·,·
Cc1nnc(Oc2ccc([N+](=O)[O-])cc2)c2ccccc12,-6,96,0.0,10,1,-2,2,0,6,-0.9
COc1ccc(S(=O)(=O)N2CCOCC2)cc1NC(=O)CN1CCCC1,-3,97,0.3,-1,7,-2,8,-1,-6,-2.8
Cc1c(NC(NC(=O)CC(C)C)C(Cl)(Cl)Cl)c(=O)n(-c2ccccc2)n1C (configuration not stated),1,96,-0.3,-1,-7,-7,-5,2,6,-1.1
CC(C)(C)NCC(O)COc1ccccc1C1CCCC1 (configuration not stated),1,100,1.0,-6,52*,6,-10,2,3,0.5
COc1ccc(N(CC(=O)NN=C2CCCCCCC2)S(=O)(=O)c2ccccc2)cc1Cl,14,103,-0.4,-16,-6,1,-10,0,-1,1.1
COc1ccc(N2C3=C(C(=O)CC(C)(C)C3)C(c3cnn(C)c3)C3=C2CC(C)(C)CC3=O)cc1,10,98,0.0,-1,12,8,-8,-1,0,-1.0
CCOc1ccc(CC(=O)OCN2C(=O)c3ccccc3C2=O)cc1,1,143,-0.3,-10,4,2,-1,0,-3,-0.4
CC(C)(NO)/C(=N\O)c1ccccc1,3,96,0.4,2,-2,3,-13,-1,21,0.1
Cn1c(SCC(=O)c2ccc(F)cc2)nnc1-c1ccccc1N,0,85,-0.3,10,·,-1,3,0,8,-1.6
O=[N+]([O-])c1ccccc1NCc1c(O)ccc2ccccc12,4,96,-0.1,2,2,6,-1,2,-3,7.2
C=CCSc1n[nH]c(-c2ccccc2)n1,-2,95,0.4,-2,2,-3,4,1,-1,0.8
Cc1c(Cl)cccc1Nc1nc(N)nc(CSCCO)n1,-4,97,0.2,-9,5,2,12,2,11,-1.3
CC12CCC(=O)N1C(C(=O)Nc1cc(S(=O)(=O)N3CCCCCC3)ccc1OCC(F)(F)F)CS2 (configuration not stated),-1,105,-0.4,1,8,-4,-6,-3,5,-0.8
CCOC(=O)C1CCN(c2nc(-c3ccccc3)nc3c2oc2ccccc23)CC1,3,117,0.4,-10,-2,-5,6,1,25,-1.8
CSCCC1NC(=O)N(CC(=O)N2CCc3ccccc3C2)C1=O (configuration not stated),0,98,-0.3,-4,·,1,1,1,4,-0.5
COc1cc(CNCCc2ccc(S(N)(=O)=O)cc2)ccc1OCC(=O)NC(C)(C)C,1,97,-0.1,1,0,2,-4,0,-1,-0.2
Cc1ccc(C=Nc2ccccc2C#N)s1,-8,97,0.1,-3,-3,2,-14,-1,13,-1.0
CN1Cc2c(N3CCOCC3)nc(SCCC#N)c(C#N)c2CC1(C)C,0,96,0.1,-4,-5,-1,2,-2,-2,-1.0
CCCCc1nc(NCCN)c(C#N)c2c1CSC(C)(C)C2,4,87,0.1,-6,-2,2,0,-3,1,0.7
Cc1ccccc1NC(=O)Cc1nc(COC(=O)c2nccnc2N)cs1,-10,95,0.3,-1,0,-10,-8,3,8,0.3
O=C(NCCO)c1ccc2[nH]c3ccccc3c2c1,-2,90,0.1,0,-7,0,-3,2,-4,0.2
CC(C)C[C@@]12C(=O)N(c3cccc(Cl)c3)C(=O)N1[C@H](c1ccc(F)cc1)[C@@H]1C(=O)N(C3CCCCC3)C(=O)[C@@H]12,9,98,0.3,-2,·,-3,-9,-7,16,4.3
CCCNC(=O)c1cc(C2CCCCN2C(=O)c2ccccc2)on1 (configuration not stated),-6,99,-0.2,·,1,4,-1,2,12,-0.3
CSc1cccc(NC(=O)Nc2nc3c(C)cccc3s2)c1,-12,92,0.0,-3,-7,-10,10,0,8,9.1*
COc1ccc(-n2nc(C(C)=O)c(=O)[nH]c2=O)cc1,0,105,0.0,-7,12,3,3,1,9,1.4
O=C(c1csc2ccccc12)N1CCN(c2ccccn2)CC1,-1,102,-0.2,-5,9,10,2,1,3,0.2
CCCCn1c(SCC(=O)NCC2CCCO2)nc2ccc(N3CCOCC3)cc2c1=O (configuration not stated),4,90,0.0,2,-5,-5,-7,-1,1,-0.4
CCC(=O)N(CCC(Cc1ccccc1)c1ccc2c(c1)OCO2)Cc1ccccc1F (configuration not stated),12,102,0.4,8,0,-8,-3,-6,0,-0.1
CC(=O)c1c(C)[nH]c(C(=O)NC2CCCCC2)c1C,6,86,-0.3,-4,9,-12,3,2,2,-0.9
Cc1ccc(C)n1-c1nnc(N2CCC(C(=O)NCCCN3CC(C)CC(C)C3)CC2)s1 (configuration not stated),-2,102,-0.2,0,-12,3,-7,4,5,-0.8
COc1ccc(C)cc1NC(=O)C(=O)N/N=C(\C)CC(=O)Nc1cccnc1,3,101,-0.1,-4,-6,-6,11,0,1,1.7
O=C(c1cccs1)N1CCC(Cc2ccccc2)CC1,5,215,0.1,-4,-5,8,6,-8,6,-0.4
CN1CCN(c2ccc(S(=O)(=O)N3CCCCC3)cc2NC(=O)COc2ccc(F)cc2)CC1,-3,100,0.0,-4,11,2,-1,-3,1,-1.8
Cc1ccc(S(=O)(=O)NCc2nc3nc(C)cc(C)n3n2)c(C)c1,0,98,0.8,-4,0,1,9,0,5,-0.1
Cn1c(O)c(N=NC(=S)Nc2ccccc2F)c2cc(S(=O)(=O)N3CCOCC3)ccc21,4,88,-1.0,-9,9,-2,-2,13,8,-4.5
COc1ccc(-c2nn(C)c(=O)c3ccccc23)cc1CNC(=O)C1CCCCC1,6,97,0.0,1,-10,7,-2,2,0,0.1
CNS(=O)(=O)c1cccc(C(=O)OCC(=O)Nc2nc(OC)cc(OC)n2)c1,-3,97,-0.1,0,-2,4,5,3,-10,-2.6
O=C(Nc1ccc2c(c1)CCC2)c1cccc(S(=O)(=O)N2CCN(c3ccccc3)CC2)c1,2,99,0.5,-4,-3,1,-9,-7,-1,3.9
Cc1ccc(CNC(=O)COC(=O)c2ccc(Br)cc2)cc1,1,100,0.0,-2,8,4,-1,-1,7,2.0
CCC(c1nnnn1-c1c(C)cccc1C)N1CCN(CCN2CCOCC2)CC1 (configuration not stated),-6,92,0.4,·,·,-1,-15,·,·,·
C=CCn1c(-c2sc3nc(C)cc(C)c3c2N)n[nH]c1=S,1,97,0.0,·,-6,-10,-2,2,5,0.7
O=C1CCCC2=C1C(c1cccs1)n1nc(SCc3ccc(C(=O)O)cc3)nc1N2 (configuration not stated),-1,97,-0.2,0,14,-2,-8,0,-5,0.6
O=C(CSc1nnc(-c2ccncc2)n1Cc1ccco1)Nc1nc(-c2ccccc2)cs1,0,101,1.1,-5,-25,4,-6,-2,20,-0.5
CCCCOc1ccc(-n2nc(C)cc2C)nn1,-2,100,0.1,1,13,-3,3,0,0,-0.8
COc1cc2c(=O)n(-c3ccc(C)cc3)c(=O)n(CC(=O)c3ccc4c(c3)OCO4)c2cc1OC,2,96,-0.3,-8,-4,1,-1,3,10,-1.8
c1ccc(CSc2nnc(-c3sccc3-n3cccc3)o2)cc1,0,91,0.6,3,-3,-3,-12,-4,-3,0.6
COc1ncnc2c1ncn2CCCN(C)Cc1ccco1,6,98,0.2,-4,·,-1,-4,2,5,1.3
CCCCCCCC(=O)Nc1ccc(C(=O)N/N=C/c2cccc([N+](=O)[O-])c2)cc1,6,99,-0.6,3,0,3,-7,1,1,1.7
CC(Oc1ccccc1)c1nnc(SCC(=O)NC2CC2)n1C (configuration not stated),-1,100,0.1,5,4,1,-3,1,-1,1.4
COCCn1c(C)cc(C(=O)COC(=O)CCN2C(=O)c3ccccc3C2=O)c1C,0,99,-0.1,10,2,-2,5,0,1,0.9

# 4 compounds picked at random from those above:
SMILES,Exocytosis inh,ABCB6 inh 2,aDG glyco up,TLR9-MyD88 inh,Vif inh,ABHD5 PLIN5 PPI,NOD2 RIPK2 PPI,Glyco luc inh,MC4R antag cAMP,MC4R ag barr
CC(Oc1ccccc1)c1nnc(SCC(=O)NC2CC2)n1C (configuration not stated),-1,100,0.1,5,4,1,-3,1,-1,1.4
COCCn1c(C)cc(C(=O)COC(=O)CCN2C(=O)c3ccccc3C2=O)c1C,0,99,-0.1,10,2,-2,5,0,1,0.9
CCC(c1nnnn1-c1c(C)cccc1C)N1CCN(CCN2CCOCC2)CC1 (configuration not stated),-6,92,0.4,·,·,-1,-15,·,·,·
c1ccc(CSc2nnc(-c3sccc3-n3cccc3)o2)cc1,0,91,0.6,3,-3,-3,-12,-4,-3,0.6

# Going on with the list.
SMILES,Exocytosis inh,ABCB6 inh 2,aDG glyco up,TLR9-MyD88 inh,Vif inh,ABHD5 PLIN5 PPI,NOD2 RIPK2 PPI,Glyco luc inh,MC4R antag cAMP,MC4R ag barr
O=C(c1ccccc1Br)N1CCN(c2ccccc2)CC1,0,97,-0.2,-1,-4,-2,-1,-3,6,1.4
CSc1ncccc1C(=O)Nc1ccc2nc(C)sc2c1,1,97,0.1,-5,-1,-2,-5,0,12,-1.3
C=CCNC(=S)NNC(=O)c1ccc(Br)cc1,1,98,-0.1,-2,-2,-4,1,0,9,-0.8
CCC(C)CCN1C(N(C)C)=NC[C@@H]1CC(C)C (some centres not stated),-1,96,-0.2,2,4,8,-12,0,-1,0.2
